# Compound activity: PubChem, several laboratories
# NTR1 ag: NTR1-driven beta-arrestin-GFP spot formation – imaging, U2OS cells, high content, primary screen (AID 493036). P30989. agonist mode. activation, % at 20 µM. 330,000 tested, 0.17% active;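 active = activation at or above 40% of the spot to cytoplasm intensity ratio, with at least 20 cells analyzed; inconclusive = wells under 20 cells, flagged as cytotoxic or low count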;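 also: 0% = DMSO without peptide and 100% = 100 nM NTR1 peptide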
# Target sequence (P30989 whole entry, looked up): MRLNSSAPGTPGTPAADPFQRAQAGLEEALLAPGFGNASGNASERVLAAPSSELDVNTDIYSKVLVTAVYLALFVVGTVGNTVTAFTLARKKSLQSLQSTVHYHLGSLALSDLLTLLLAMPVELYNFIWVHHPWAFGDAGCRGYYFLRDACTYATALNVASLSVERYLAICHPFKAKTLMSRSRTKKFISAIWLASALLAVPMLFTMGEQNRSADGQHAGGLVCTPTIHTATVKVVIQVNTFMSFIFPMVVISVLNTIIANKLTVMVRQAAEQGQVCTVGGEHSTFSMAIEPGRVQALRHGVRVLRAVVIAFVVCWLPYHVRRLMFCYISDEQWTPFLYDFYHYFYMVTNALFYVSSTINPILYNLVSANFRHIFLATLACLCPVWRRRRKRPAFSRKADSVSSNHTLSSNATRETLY
# Large T inhibition: TAg ATPase/helicase activity blockers – biochemical (AID 1903); SV40 large T antigen ATPase/helicase inhibition assay; higher % means a stronger effect; inhibition, % at 20 µM, or IC50 in µM where a hit was titrated; 310,000 tested, 0.39% active; in the data active = a potency from the dose series; inconclusive = inhibition mostly from about 32% at the one dose, without a potency; inactive = the rest, 99 in 100 with inhibition below about 32%; also: strong numbers were not always called active
# MgcRacGAP inhibition: MgcRacGAP GTPase-activating activity inhibitors, confirmation, biochemical, ADP Hunter fluorescence; MgcRacGAP-stimulated Rac1 GTP hydrolysis, ADP Hunter fluorescence; higher % means a stronger effect; GST-tagged Rac1 F28L mutant substrate; inhibition, % at 30 µM; hits with a dose series show IC50 in µM; 340,000 tested, 0.6% active;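 active = first-screen hits whose inhibition reached a set limit at any dose in the follow-up dose series; inconclusive = inhibition above the set first-screen limit but never retested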;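 also: fluorescence reports GDP produced by GAP-driven GTP hydrolysis; strong numbers were not always called active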
# T cell modulator: T cell immune modulation candidate | 2C CD8+ T cell-vesicle binding, flow cytometry; hits give low values | calls only at 7 µM | 330,000 tested, 0.068% active;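 active = response, share of CD8 T cells binding vesicles, and their 90th percentile fluorescence all below set limits, cut at about 80% in these data, passing the limit was not always enough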
#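 System: murine 2C transgenic CD8+ T lymphocytes; also added: QL9-loaded Drosophila micro-vesicles; times: binding 1.5 h at 37 °C; measured by: flow cytometry, PE anti-B7-1 (FL2) versus Alexa647 anti-CD8 (FL8), PFA-fixed; control set: Peptide-free naked vesicles (low) and QL9 vesicles with 0.7% DMSO vehicle (high)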
# Lipid droplet: modulators of hepatic lipid droplet formation; inhibition, % at 6.5 µM; AID 1656; 240,000 tested, 0.4% active; AML12 mouse hepatocytes, oleate lipid droplets, BODIPY imaging;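 active = lipid droplet intensity inhibited by at least 50%, with more than 500 cells counted; inconclusive = wells with under 300 cells, treated as cytotoxic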
#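 Assay system: AML12 hepatocytes (mouse) / Also added: 100 µM oleic acid challenge / Times: overnight treatment with compound plus oleate / Detection: high-content imaging of BODIPY-stained droplets and DAPI nuclei / Evaluation: % inhibition of lipid droplet signal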
# GPR35 arrestin U2OS: GPR35 antagonists blocking zaprinast-driven arrestin recruitment, primary screen, imaging, U2OS, beta-arrestin-GFP, zaprinast agonist (AID 2058); U2OS GPR35 beta-arrestin-GFP translocation imaging, zaprinast antagonism; higher % means a stronger effect; inhibition, % at 10 µM, or IC50 in µM where a hit was titrated; 290,000 tested, 0.052% active;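 active = inhibition of at least 50% with at least 30 cells and total cytoplasm GFP at most 10,000,000; inconclusive = under 30 cells or total GFP of 10,000,000 plus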
# GPR55 activation: selective activators of receptor GPR55 – imaging, U2OS cells, beta-arrestin-GFP redistribution, primary screen (AID 1961); activation, % at 10 µM; hits with a dose series show EC50 in µM; U2OS GPR55 beta-arrestin-GFP redistribution imaging; higher % means a stronger effect; 290,000 tested, 0.048% active;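 active = activation above 40% with more than 50 cells counted in the well; inconclusive = wells holding fewer than 50 cells, flagged as toxic or sparse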;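 also: U2OS osteosarcoma cells stably expressing GPR55 and beta-arrestin-GFP; plate controls were DMSO negative control for no effect and LPI positive control for full effect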
# LYP phosphatase: PTPN22 lymphoid phosphatase activity blockers – biochemical, fluorescence intensity, uHTS (AID 1779); recombinant LYP phosphatase, fluorescence intensity; higher % means a stronger effect; one-dose inhibition, % at 11.5 µM; IC50 in µM for titrated hits; 290,000 tested, 0.054% active; in the data active = inhibition above about 50%;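 also: plate controls were vehicle with enzyme for no effect and no enzyme for full effect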
# GPR55 antagonists: inhibition of LPI-stimulated GPR55 beta-arrestin translocation – imaging, U2OS, beta-arrestin-GFP, LPI agonist, primary screen (AID 2013). 290,000 tested, 0.13% active. U2OS GPR55 beta-arrestin-GFP translocation imaging, LPI antagonism; higher % means a stronger effect. one-dose inhibition, % at 10 µM; IC50 in µM for titrated hits;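 active = spots per cell inhibited over 60%, with over 100 cells counted and total cytoplasm intensity under 500,000; inconclusive = wells with under 100 cells, flagged as likely toxic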;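 also: U2OS cells stably carrying GPR55 and arrestin-GFP stimulated by 5 µM LPI near EC80; imaged beta-arrestin-GFP aggregate spots per cell after agonist stimulation; plate controls were LPI-stimulated DMSO wells for no effect and DMSO wells without LPI for full effect; some results filed as inactive read as strong as hits; confirmed hits need IC50 under 10 µM and bright autofluorescent wells are also inconclusive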
# Lipid droplet cells 6.5 µM: also measured in Lipid droplet; calls as there; cell count; measured here: cell count, cytotoxicity flag;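 cells counted across two imaged fields per well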
# T cell modulator vesicle-bound %: recorded beside T cell modulator, whose call it bears; double positive events, %; measured here: CD8+ vesicle-bound cell fraction;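 binding gate set so that unloaded-vesicle control wells show 10% double positive cells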
# NTR1 ag cell count 20 µM: second read-out of NTR1 ag, no call of its own (marks repeat the call); cell count; measured here: cell count, cytotoxicity flag
# An asterisk follows results filed as active; i = inactive; ? = inconclusive; . = no result given; & = joins results of further samples. Random draw from the library. About 1.8% of those tested had a hit in this group.
SMILES,NTR1 ag,NTR1 ag cell count 20 µM,Large T inhibition,MgcRacGAP inhibition,T cell modulator,T cell modulator vesicle-bound %,Lipid droplet,Lipid droplet cells 6.5 µM,GPR35 arrestin U2OS,GPR55 activation,LYP phosphatase,GPR55 antagonists
CCN1CCN(Cc2nc3c(c(=O)n(C)c(=O)n3C)n2CC(=O)c2ccccc2)CC1,1.3,109,3%,6%,i,42,18,595,10%,-0.3%,-4%,17%
COc1ccc(NC(=O)CCC(=O)OCc2ccc([N+](=O)[O-])cc2)cc1,0.0,86,22%,1%,i,52,8,672,2%,-0.1%,-3%,11%
O=C1C(Cl)=C(NC2CCCCC2)C(=O)N1c1ccc(Cl)cc1,5.1,68,10%,6%,i,47,26,752,5%,0.5%,2%,13%
O=C(CN1C(=O)COc2ccc(S(=O)(=O)N3CCOCC3)cc21)NCc1ccccn1,1.6,54,5%,10%,i,54,5,669,8%,0.0%,-11%,-8%
COCCNC(=O)CSc1nc2ccccc2c(=O)n1CCCC(=O)NCc1ccccc1,0.5,79,14%,7%,i,24,.,.,15%,-0.1%,6%,8%
Cc1c(C(=O)OC2CCCC2C)[nH]c2c1C(=O)CCC2 (centres undefined),-3.8,61,6%,6%,i,39,4,635,0%,-0.1%,-3%,-6%
Cc1c(Br)c([N+](=O)[O-])nn1C(C)C(=O)NCc1cccnc1 (centres undefined),1.0,69,1%,9%,i,37,4,811,14%,0.3%,-1%,2%
O=C(O)c1ccc(S(=O)(=O)N(Cc2ccc(F)cc2)C2CCCCC2)cc1,1.1,75,2%,7%,i,44,1,854,15%,-0.2%,-11%,7%
Oc1ccc(-c2csc(-c3cccnc3)n2)cc1O,0.9,52,.,9.5µM*,i,42,6,652,5%,-0.1%,-4%,3%
CC(/C=N/n1c(-c2ccco2)n[nH]c1=S)=C\c1ccccc1,3.6,50,25%,108µM*,i,44,6,702,0%,0.2%,1%,-11%
COc1ccc(NC(=O)CSc2nc(=O)n(CCN(C)C)c3c2CCCC3)cc1OC,-1.6,44,12%,2%,i,61,.,.,.,.,.,.
Cc1ccc(C2(C(=O)N3CCC(n4nc(-c5ccccc5)oc4=O)CC3)CC2)cc1,2.2,67,16%,9%,i,9,-15,701,-21%,0.4%,-6%,4.3µM*
COCCNc1nc(SCC(=O)N2CCN(c3ccccc3OC)CC2)nc2ccccc12,5.2,90,2%,8%,i,58,.,.,10%,0.0%,-4%,9%
COC(=O)c1ccc(C2N=C(c3cccs3)CC(c3ccccc3O)N2)cc1 (centres undefined),7.8,58,3%,-6%,i,57,6,700,8%,0.2%,0%,14%
O=C(NC1CCCCC1)C1CCN(S(=O)(=O)c2cccc3nonc23)CC1,-0.1,62,3%,3%,i,28,4,811,6%,-0.2%,-4%,0%
COc1cc(NC(=O)c2c(Cl)cnn2C)c(OC)cc1Cl,-0.4,56,11%,9%,i,62,3,732,12%,-0.3%,-10%,-11%
O=C(Cc1c(F)cccc1Cl)Nc1ccc(S(=O)(=O)N2CCCC2)cc1,0.2,60,23%,9%,i,69,-13,753,-2%,-0.1%,0%,17%
COCCN(C(=O)CSc1nc2ccccc2c(=O)n1CCOC)c1c(N)n(Cc2ccccc2)c(=O)[nH]c1=O,2.1,68,5%,5%,i,52,-9,741,-13%,0.2%,-5%,-14%
CCc1c(C)nc2cc(-c3cccs3)[nH]n2c1=O,.,.,16%,13%,.,.,-3,740,14%,-0.2%,-8%,-7%
O=C(O)C(F)(F)C(NCc1ccccc1)c1ccccc1 (centres undefined),-0.1,44,4%,-2%,i,58,12,632,-12%,-1.9%,-4%,6%
COC(=O)C1CC(=O)c2ccsc2C1 (centres undefined),-0.6,58,7%,4%,i,11,-5,709,12%,1.0%,1%,12%
Cc1ccc(-c2noc(CN3CCN(Cc4ccccc4)CC3)n2)cc1,-0.4,81,11%,7%,i,28,-16,726,8%,-0.3%,-7%,7%
S=C(NCCCN1CCOCC1)Nc1ccc(N2CCOCC2)cc1,-0.3,46,11%,6%,i,16,11,680,8%,0.0%,-1%,14%
CCCCC[C@H]1CN(CCCC)C(=O)[C@@H]1CC(=O)NCc1ccccc1,-0.4,91,10%,4%,i,22,?,.,0%,0.8%,-7%,4%
CC(=O)NCc1ccc(C(=O)CCl)s1,3.0,48,8%,0%,i,4,1,638,-6%,0.8%,-4%,24%
# The list continues:
SMILES,NTR1 ag,NTR1 ag cell count 20 µM,Large T inhibition,MgcRacGAP inhibition,T cell modulator,T cell modulator vesicle-bound %,Lipid droplet,Lipid droplet cells 6.5 µM,GPR35 arrestin U2OS,GPR55 activation,LYP phosphatase,GPR55 antagonists
N#CC12CCCCC1CC1CCCCC1(C#N)N2Cc1ccccn1 (centres undefined),0.6,33,2%,2%,i,35,.,.,-15%,-0.2%,-12%,-2%
COc1cc(NC(=O)c2ccccc2OCc2ccccc2)cc(OC)c1OC,11,72,8%,9%,i,52,-21,761,4%,-0.3%,-2%,8%
CC(=O)c1ccc(OC2OCCOC2Oc2ccc(C(C)=O)cc2)cc1 (centres undefined),-0.1,81,6%,5%,i,63,4,615,-11%,0.1%,-3%,-3%
COc1cc(OC)cc(C(=O)N[C@@H](CCSC)c2nc3ccccc3[nH]2)c1,0.5,45,9%,15%,i,5,5,738,0%,-0.4%,-4%,5%
Cc1cccc(C)c1NC(=O)CN(C)C(=O)c1cc(S(=O)(=O)N(C)C)ccc1N1CCCC1,-0.3,61,5%,3%,i,22,.,.,.,.,.,.
O=C(CN1C(=O)NC2(CCc3ccccc32)C1=O)NCC(F)(F)F (centres undefined),1.3,46,3%,11%,i,40,-3,830,-2%,-0.2%,-11%,3%
COC(=O)c1c(C#N)c(N)nc2c1CCC2,-0.7,47,13%,8%,i,44,-8,747,1%,-0.2%,-24%,-5%
O=C(N/N=C/c1c[nH]c2ccccc12)c1ccncc1,1.9,67,9%,6%,i,33,-6,701,.,-0.3%,6%,2%
Cc1nn2c(=O)cc(CSc3ccccc3NC(=O)c3ccccc3F)nc2s1,2.3,60,5%,10%,i,49,-2,733,5%,0.1%,-13%,-19%
Cc1ccc(S(=O)(=O)N/N=C/c2ccc(OC3CSC3)cc2)cc1,6.8,47,4%,8%,i,7,.,.,7%,0.0%,-1%,0%
CCOC(=O)c1ccccc1NC1c2ccccc2C(=O)N1C1CCN(C(=O)OCC)CC1 (centres undefined),0.2,80,9%&-1%,-1%,i,24,1,688,12%,-0.1%,-4%,-4%
COc1ccc(OC)c(C2=NOC(C(=O)Nc3cccnc3)C2)c1 (centres undefined),-1.4,80,3%,-3%,i,58,-2,693,9%,-0.1%,-4%,15%
CN(Cc1ccccc1)S(=O)(=O)c1ccc(NC(=S)NC(=O)C(C)(C)C)cc1,11,68,-1%,9%,i,42,-7,571,0%,-0.3%,-11%,-3%
Oc1c(C=Nc2ccccc2)sc(=S)n1Cc1ccccc1,5.7,47,1%,4%,i,64,5,710,-2%,0.0%,-5%,5%
COc1ccc(S(=O)(=O)N2CCN(Cc3ccc4c(c3)OCO4)CC2)c2ccccc12,-1.0,58,2%,3%,i,34,.,.,1%,-0.1%,0%,6%
Cn1c(C(=O)NCc2ccccn2)cc2c(=O)n(C)c3ccccc3c21,-2.4,64,4%,4%,i,60,.,.,-2%,-0.2%,-10%,7%
O=C(CCl)N1N=C(c2ccco2)CC1c1ccco1 (centres undefined),-0.2,54,20%,32%,i,23,-9,727,10%,0.9%,3%,2%
CC(C)N1CCNCC1,0.2,56,4%,5%,i,23,-7,751,4%,1.9%,0%,-3%
O=C(Cc1ccccc1)NCc1ccc(F)cc1,0.6,78,4%,5%,i,49,1,647,-7%,-0.1%,-3%,-18%
O=C(c1ccc(C(F)(F)F)cc1)C1CCCN(C(=O)c2cnccn2)C1 (centres undefined),1.2,71,15%,0%,i,26,-13,622,1%,-0.2%,-6%,-9%
CCCCCCCn1ccc(=N)cc1,0.8,67,5%,-16%,i,55,-62,584,-7%,-0.1%,-8%,9%
CC1(C)CC(=O)C(C=NCC2CCN(C(=S)Nc3ccccc3)CC2)=C(O)C1,1.6,47,25%,.,i,54,-10,687,-9%,-0.6%,-1%,4%

# Arranged by formula weight (low to high): eight of the compounds above
SMILES,NTR1 ag,NTR1 ag cell count 20 µM,Large T inhibition,MgcRacGAP inhibition,T cell modulator,T cell modulator vesicle-bound %,Lipid droplet,Lipid droplet cells 6.5 µM,GPR35 arrestin U2OS,GPR55 activation,LYP phosphatase,GPR55 antagonists
CC(C)N1CCNCC1,0.2,56,4%,5%,i,23,-7,751,4%,1.9%,0%,-3%
CCCCCCCn1ccc(=N)cc1,0.8,67,5%,-16%,i,55,-62,584,-7%,-0.1%,-8%,9%
O=C(Cc1ccccc1)NCc1ccc(F)cc1,0.6,78,4%,5%,i,49,1,647,-7%,-0.1%,-3%,-18%
COc1ccc(OC)c(C2=NOC(C(=O)Nc3cccnc3)C2)c1 (centres undefined),-1.4,80,3%,-3%,i,58,-2,693,9%,-0.1%,-4%,15%
N#CC12CCCCC1CC1CCCCC1(C#N)N2Cc1ccccn1 (centres undefined),0.6,33,2%,2%,i,35,.,.,-15%,-0.2%,-12%,-2%
CC1(C)CC(=O)C(C=NCC2CCN(C(=S)Nc3ccccc3)CC2)=C(O)C1,1.6,47,25%,.,i,54,-10,687,-9%,-0.6%,-1%,4%
CN(Cc1ccccc1)S(=O)(=O)c1ccc(NC(=S)NC(=O)C(C)(C)C)cc1,11,68,-1%,9%,i,42,-7,571,0%,-0.3%,-11%,-3%
COc1ccc(S(=O)(=O)N2CCN(Cc3ccc4c(c3)OCO4)CC2)c2ccccc12,-1.0,58,2%,3%,i,34,.,.,1%,-0.1%,0%,6%
